KDM4E inh: inhibitors of human JMJD2E histone demethylase. B2RXH2. JMJD2E catalytic domain, FDH-coupled NADH fluorescence (FDH is formaldehyde dehydrogenase). Potency, µM (highest dose often 57.1 µM), for the others: at the highest dose activity change, negative = inhibition, usual class: inhibitors. 1.6% of 230,000 active. AID 2147; active = well fitted inhibition curve with a large enough effect, not every such curve was filed as active; inconclusive = small, poorly fitted or top-dose-only effect, or another doubt; inactive = no such curve, though single readings can be large or run the other way;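 note: 0% = wells with enzyme and -100% = buffer wells without enzyme; nearly all actives have a fitted effect of over 50% in size; many of its hits are not listed in these tables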
Target sequence (B2RXH2 1-337 limits assumed): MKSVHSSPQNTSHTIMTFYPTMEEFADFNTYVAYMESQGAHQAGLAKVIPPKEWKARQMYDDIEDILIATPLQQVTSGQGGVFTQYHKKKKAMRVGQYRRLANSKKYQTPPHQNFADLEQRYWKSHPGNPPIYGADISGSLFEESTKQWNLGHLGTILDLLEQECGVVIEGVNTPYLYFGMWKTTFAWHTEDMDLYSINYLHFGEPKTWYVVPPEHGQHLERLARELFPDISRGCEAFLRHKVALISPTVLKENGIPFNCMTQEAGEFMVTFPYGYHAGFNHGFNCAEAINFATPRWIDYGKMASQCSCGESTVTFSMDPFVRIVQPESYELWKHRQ
KinaseGlo FLuc: Kinase-Glo luciferase inhibition (counter-screen); Q27757; Kinase-Glo luciferase, ATP luminescence, 8 min; Potency, µM (highest dose often 38.3 µM), without a hit: at the highest dose activity change, negative = inhibition, actives largely listed as inhibitors; 0.28% of 200,000 active; AID 1379; note: % is set by controls: 0 for no effect and ±100 for the full control effect; nearly all actives have a fitted effect of over 60% in size
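Inhibition of Kinase-Glo luciferase light generation was assessed at 10 uM ATP in pH 7.2 imidazole buffer, with luminescence measured after eight minutes at ambient temperature.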
IMPase Li inh: IMPase inhibition in cells with lithium potentiation | CHO-M1 cells, IP1 TR-FRET (IP-One), carbachol + lithium | Potency, µM (titrated, usually from 59.4 µM), without a hit: top-dose activity, negative = IMPase inhibition, usual class: inhibitors | 0.35% of 210,000 active | AID 1457;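 note: IP1 builds up when IMPase is blocked and the TR-FRET signal falls; plate controls were basal vehicle for no effect and high inhibitor control for full effect; nearly all actives have a fitted effect of over 50% in size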
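CHO cells stably expressing M1 receptor (2000/well) were cultured 16–30 h, then exposed to compounds with a small lithium addition for 30 min at 37C. IP1 was measured by TR-FRET competition; AC50 from Hill fits.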
SMN2 splice enh: enhancers of SMN2 splice variant expression; HEK293 SMN2-luciferase splicing reporter, luminescence, 30-36 h; Potency, µM (series often up to 46.1 µM), for inactives: at the top dose activity change, positive = activation, actives largely listed as activators; 2.8% of 210,000 active; AID 1458; note: % of control where 0% means no effect; nearly all actives have a fitted effect of over 55% in size
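HEK293 cells carry an SMN2 minigene-luciferase reporter in which exon 7 inclusion puts luciferase in frame. Cells were seeded at 2000 cells/well, attached for 10-12 hours, then exposed to compounds for 30-36 hours at 37C before ONE-Glo luminescence.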
GoLoco inh red: blocks human Gai1 binding to RGS12 GoLoco peptide, red readout; Gai1:RGS12 GoLoco peptide FP, rhodamine, 10 min; Potency, µM (series often up to 61.6 µM), for the others: top-dose activity, negative = inhibition, most hits filed as inhibitors; 0.44% of 230,000 active; AID 880; active = well fitted inhibition curve with a large enough effect, not every such curve was filed as active; inactive = no such curve, though single readings can be large or run the other way; note: % is set by controls: 0 for no effect and ±100 for the full control effect; nearly all actives have a fitted effect of over 30% in size; many of its hits are not listed in these tables
Target sequence (P63096 whole entry, looked up): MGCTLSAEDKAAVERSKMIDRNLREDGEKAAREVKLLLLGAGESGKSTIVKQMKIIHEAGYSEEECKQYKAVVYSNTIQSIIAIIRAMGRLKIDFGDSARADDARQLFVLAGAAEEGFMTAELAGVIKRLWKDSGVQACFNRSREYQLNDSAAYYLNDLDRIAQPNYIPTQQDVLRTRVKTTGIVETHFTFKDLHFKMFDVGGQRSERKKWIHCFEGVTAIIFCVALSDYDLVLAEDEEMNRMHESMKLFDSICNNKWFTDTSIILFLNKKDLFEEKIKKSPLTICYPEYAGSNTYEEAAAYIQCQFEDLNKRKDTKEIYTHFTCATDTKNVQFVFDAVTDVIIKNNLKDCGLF
NPSR antagonist: antagonists of human neuropeptide S receptor cAMP signaling. CHO-NPSR cells, cAMP TR-FRET, antagonist mode. Potency, µM (doses to about 38.3 µM), inactives show top-dose activity change, negative = inhibition, actives largely listed as inhibitors. 1% of 220,000 active; note: % is set by controls: 0 for no effect and ±100 for the full control effect; nearly all actives have a fitted effect of over 50% in size; many of its hits are not listed in these tables
Target sequence (Q6W5P4 whole entry, looked up): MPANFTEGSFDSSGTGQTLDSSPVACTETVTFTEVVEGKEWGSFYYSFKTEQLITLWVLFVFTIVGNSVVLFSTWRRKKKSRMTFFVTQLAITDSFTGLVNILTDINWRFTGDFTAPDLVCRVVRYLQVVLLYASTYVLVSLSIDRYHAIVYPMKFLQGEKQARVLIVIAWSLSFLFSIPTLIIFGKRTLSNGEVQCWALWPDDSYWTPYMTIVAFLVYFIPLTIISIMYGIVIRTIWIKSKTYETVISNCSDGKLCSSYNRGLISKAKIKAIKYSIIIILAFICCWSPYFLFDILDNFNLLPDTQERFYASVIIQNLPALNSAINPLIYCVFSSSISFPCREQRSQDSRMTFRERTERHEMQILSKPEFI
RECQ1 helicase: inhibitors of human RECQ1 DNA helicase | P46063 | RECQ1 DNA unwinding, red fluorescence kinetic read | Potency, µM (top dose mostly 57.3 µM), for inactives: at the highest dose activity, negative = inhibition, usual class: inhibitors | 0.54% of 240,000 active;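 note: plate controls were vehicle for no effect and no enzyme for full effect; nearly all actives have a fitted effect of over 30% in size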
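RECQ1T1 50 nM; forked duplex (20 bp + 30-nt ss tails) 200 nM, ATP 2 mM final; pH 8.0, 2 mM MgCl2, 2.5 ug/ml poly(dI-dC); 15 min compound preincubation; discontinuous kinetic read over 2 h at RT.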
Epigenetic reg: epigenetic control regulation, reporter derepression | murine LDR cells, GFP reporter derepression, 30 h | Potency, µM (series often up to 53.9 µM), without a hit: at the highest dose GFP activation, most hits filed as activators | 0.2% of 280,000 active; note: % of control where 0% means no effect; nearly all actives have a fitted effect of over 60% in size
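Derepression of a silenced CMV-GFP reporter in murine LDR cells is scored by enumerating GFP-positive cells with a laser-scanning microplate cytometer after 30 hours of treatment at 37 C.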
* = called active by the depositor; [ ] = remark or other dose. Unless noted, calls come from the whole dose curve; as a rule, active = well fitted curve in the direction sought with a large enough effect; inconclusive = small, poorly fitted or top-dose-only effect, or another doubt; inactive = no such curve, though single readings can be large; an effect the other way counts as inactive or inconclusive. Potency is the fitted concentration of half-maximal effect.

Start of the data: the first three entries, to show the layout:
Screening N#CC(C#N)=c1ccc2c(c1)N1C3=C(CCCC3)CC3CCCCC31N=2 (stereo unspecified) returned KDM4E inh 1%, KinaseGlo FLuc inconclusive, IMPase Li inh 16%, SMN2 splice enh -108%[inhibitor], GoLoco inh red 6%, NPSR antagonist 13µM*, RECQ1 helicase -1% and Epigenetic reg 1.8%.
Screening CCCOc1ccc(-c2cc(C(=O)NCC3CCCO3)c3ccccc3n2)cc1 (stereo unspecified) returned KDM4E inh inconclusive, KinaseGlo FLuc -2%, IMPase Li inh 9%, SMN2 splice enh 9%, GoLoco inh red -6%, NPSR antagonist -1%, RECQ1 helicase -4% and Epigenetic reg -1.8%.
`COCCn1c(N)c(C(=O)NCC2CCCO2)c2nc3ccccc3nc21` (stereo unspecified) gave KDM4E inh inconclusive, KinaseGlo FLuc -2%, IMPase Li inh -13%[38.3 µM], SMN2 splice enh -1%, GoLoco inh red 10%, NPSR antagonist 4%[46.1 µM], RECQ1 helicase inconclusive and Epigenetic reg -0.9%.

All compounds of this part (from the top)
Screening N#CC(C#N)=c1ccc2c(c1)N1C3=C(CCCC3)CC3CCCCC31N=2 (stereo unspecified) returned KDM4E inh 1%, KinaseGlo FLuc inconclusive, IMPase Li inh 16%, SMN2 splice enh -108%[inhibitor], GoLoco inh red 6%, NPSR antagonist 13µM*, RECQ1 helicase -1% and Epigenetic reg 1.8%.
Screening CCCOc1ccc(-c2cc(C(=O)NCC3CCCO3)c3ccccc3n2)cc1 (stereo unspecified) returned KDM4E inh inconclusive, KinaseGlo FLuc -2%, IMPase Li inh 9%, SMN2 splice enh 9%, GoLoco inh red -6%, NPSR antagonist -1%, RECQ1 helicase -4% and Epigenetic reg -1.8%.
`COCCn1c(N)c(C(=O)NCC2CCCO2)c2nc3ccccc3nc21` (stereo unspecified) gave KDM4E inh inconclusive, KinaseGlo FLuc -2%, IMPase Li inh -13%[38.3 µM], SMN2 splice enh -1%, GoLoco inh red 10%, NPSR antagonist 4%[46.1 µM], RECQ1 helicase inconclusive and Epigenetic reg -0.9%.
`Cc1nn(-c2ccccc2)c(Cl)c1C(=O)NCCCCNC(=O)c1c(C)nn(-c2ccccc2)c1Cl` gave KDM4E inh 6%, KinaseGlo FLuc -5%, IMPase Li inh 18%[38.3 µM], SMN2 splice enh 2%, GoLoco inh red 14%, NPSR antagonist -6%[46.1 µM], RECQ1 helicase 7% and Epigenetic reg -0.9%.
`CCCCCCNc1c([N+](=O)[O-])c(=O)sc2ccccc12` gave KDM4E inh -4%, KinaseGlo FLuc 2%, IMPase Li inh 4%, SMN2 splice enh -60%[inhibitor], GoLoco inh red -3%, NPSR antagonist 1%, RECQ1 helicase -13% and Epigenetic reg 0.0%.
COc1ccc(C(=O)Oc2ccc(=O)n(-c3ccccc3)n2)cc1 was read as KDM4E inh 0%, KinaseGlo FLuc -7%, IMPase Li inh 4%[38.3 µM], SMN2 splice enh 18%, GoLoco inh red 1%, NPSR antagonist -30%[46.1 µM], RECQ1 helicase -16% and Epigenetic reg 16%.
COCCNC(=O)c1onc(CSc2ccc(C)c(C)c2)c1C(=O)O was read as KDM4E inh -1%, KinaseGlo FLuc 7%, IMPase Li inh 2%[38.3 µM], SMN2 splice enh -9%, GoLoco inh red -7%, NPSR antagonist -4%[46.1 µM], RECQ1 helicase -8% and Epigenetic reg -1.8%.
O=C(Nc1nnc(C2=COCCO2)o1)c1ccc(Cl)cc1 was read as KDM4E inh inconclusive, KinaseGlo FLuc 2%, IMPase Li inh -6%, SMN2 splice enh 8%, GoLoco inh red -2%, NPSR antagonist 7%, RECQ1 helicase -8% and Epigenetic reg 0.0%.
For Cc1c(NC(=O)CN2CCC(C(N)=O)CC2)cccc1[N+](=O)[O-] the results were KDM4E inh -1%, KinaseGlo FLuc -3%, IMPase Li inh -2%, SMN2 splice enh 12%, GoLoco inh red 3%, NPSR antagonist 2%, RECQ1 helicase -2% and Epigenetic reg 1.1%.
`O=C(CCC1CCCN(C(=O)C2CCCC2)C1)NCc1ccc(F)c(F)c1` (stereo unspecified) gave KDM4E inh -2%, KinaseGlo FLuc 1%, IMPase Li inh 1%, SMN2 splice enh 0%, GoLoco inh red 4%, NPSR antagonist 11%, RECQ1 helicase -2% and Epigenetic reg 1.4%.
For N#CCSc1nnc2ccc3ccccc3n12 the results were KDM4E inh 4%, KinaseGlo FLuc 2%, IMPase Li inh 7%[38.3 µM], SMN2 splice enh -10%, GoLoco inh red 7%, NPSR antagonist 3%[46.1 µM], RECQ1 helicase 7% and Epigenetic reg 0.0%.
Screening S=C(c1cn(CCOc2ccccc2)c2ccccc12)N1CCCC1 returned KDM4E inh -9%, KinaseGlo FLuc 0%, IMPase Li inh -2%, SMN2 splice enh -19%, GoLoco inh red 14%, NPSR antagonist -20%[46.1 µM], RECQ1 helicase -19% and Epigenetic reg -4.6%.
O=S(=O)(NCCN1CCOCC1)c1ccc(Cl)s1 was read as KDM4E inh 10%, KinaseGlo FLuc 0%, IMPase Li inh -2%, SMN2 splice enh 3%, GoLoco inh red 1%, NPSR antagonist 4%, RECQ1 helicase -2% and Epigenetic reg -2.3%.
`CC(=O)Nc1cccc(NC(=O)COc2nncc3ccccc23)c1` gave KDM4E inh 0%, KinaseGlo FLuc 1%, IMPase Li inh 2%, SMN2 splice enh -16%, GoLoco inh red 3%, NPSR antagonist 19%, RECQ1 helicase -3% and Epigenetic reg -1.1%.
For Cc1ccc(-c2nnn(CC(=O)N(CCO)C(C(=O)NC(C)(C)C)c3ccncc3)n2)cc1 (stereo unspecified) the results were KDM4E inh inconclusive, KinaseGlo FLuc -4%, IMPase Li inh 5%[38.3 µM], SMN2 splice enh -23%, GoLoco inh red -8%, NPSR antagonist 2%[46.1 µM], RECQ1 helicase 1% and Epigenetic reg -0.2%.
Cc1ccc(CNC(=O)C2CCN(S(=O)(=O)c3c(C)noc3C)CC2)cc1 was read as KDM4E inh 10%, KinaseGlo FLuc -1%, IMPase Li inh -12%[38.3 µM], SMN2 splice enh -16%, GoLoco inh red 5%, NPSR antagonist -23%[46.1 µM], RECQ1 helicase 10% and Epigenetic reg -0.7%.
`COCC(=O)N1CCC2(CC1)CN(c1ccccn1)C2` gave KinaseGlo FLuc -2%, IMPase Li inh -6%, SMN2 splice enh -13%, GoLoco inh red 2% and RECQ1 helicase inactive.
O=C(N/N=C/c1cc([N+](=O)[O-])ccc1N1CCNCC1)c1ccc([N+](=O)[O-])cc1 was read as KDM4E inh 0%, KinaseGlo FLuc -1%, IMPase Li inh -5%[38.3 µM], SMN2 splice enh -20%, GoLoco inh red -1%, NPSR antagonist 9%[46.1 µM], RECQ1 helicase 1% and Epigenetic reg 8.9%.
Screening CCOC(=O)c1c(N/N=C/c2ccncc2)n[nH]c1C returned KDM4E inh -6%, KinaseGlo FLuc -13%, IMPase Li inh 1%, SMN2 splice enh inconclusive, GoLoco inh red 0%, NPSR antagonist -10%, RECQ1 helicase -3% and Epigenetic reg -7.9%.
For CN(C)C(=S)SCCn1c(N)nc(N(C)C)nc1=O the results were KDM4E inh -4%, GoLoco inh red -1%, NPSR antagonist 6%, RECQ1 helicase -2% and Epigenetic reg -1.0%.
Screening COc1cccc(NC(=O)N2CCCC2C(=O)NCc2ccccc2)c1 (stereo unspecified) returned KDM4E inh -5%, KinaseGlo FLuc 2%, IMPase Li inh 9%, SMN2 splice enh 2%, GoLoco inh red 0%, NPSR antagonist 31%, RECQ1 helicase -2% and Epigenetic reg -1.1%.
Screening OCCC1CN(Cc2cn[nH]c2C2CCCCC2)CCN1C1CCCCC1 (stereo unspecified) returned KDM4E inh 9%, KinaseGlo FLuc -2%, IMPase Li inh 12%, SMN2 splice enh -6%, GoLoco inh red 20%, NPSR antagonist 20%, RECQ1 helicase 4% and Epigenetic reg 1.2%.
Cc1cc(-c2nn(-c3ccccc3F)cc2CNCCc2cnccn2)c(C)s1 was read as KDM4E inh -1%, KinaseGlo FLuc -2%, IMPase Li inh 12%, GoLoco inh red 8%, NPSR antagonist -1%, RECQ1 helicase -4% and Epigenetic reg -1.4%.
CN(C)S(=O)(=O)N1CCN(c2ccc([N+](=O)[O-])c(N3CCCCC3)c2)CC1 was read as KDM4E inh -12%, KinaseGlo FLuc -4%, IMPase Li inh 1%, GoLoco inh red -3%, NPSR antagonist 46%, RECQ1 helicase -9% and Epigenetic reg 1.4%.
For O=C1/C(=C\c2ccc(O)c(O)c2)C(c2ccccc2)=NN1c1ccccc1 the results were KDM4E inh 14µM*, KinaseGlo FLuc -10%, IMPase Li inh 11%, SMN2 splice enh -2%, GoLoco inh red 73%[activator], NPSR antagonist -10%, RECQ1 helicase inconclusive and Epigenetic reg -0.8%[10.1 µM].
Cc1cc(C)c(NC(=O)CN2C(=O)NC(CCc3ccccc3)C2=O)c(C)c1 (stereo unspecified) was read as KDM4E inh -11%, KinaseGlo FLuc 1%, IMPase Li inh 0%, SMN2 splice enh -6%, GoLoco inh red -7%, NPSR antagonist -4%, RECQ1 helicase inactive and Epigenetic reg 0.9%.
For COc1ccc(/C=N/S(=O)(=O)CCc2ccccc2)c(OC)c1 the results were KDM4E inh -11%, KinaseGlo FLuc -3%, IMPase Li inh -4%, SMN2 splice enh inconclusive, GoLoco inh red 1%, NPSR antagonist -1%[46.1 µM], RECQ1 helicase -1% and Epigenetic reg 1.0%.
Screening CC(=O)Oc1ccc2ccc(=O)oc2c1 returned KDM4E inh inconclusive, IMPase Li inh -15%, GoLoco inh red 3%, NPSR antagonist -8%, RECQ1 helicase -15% and Epigenetic reg 0.4%.
`CCOC(=O)C1=C(CN2CCCCCC2)NC(=O)NC1c1ccc2c(c1)OCO2` (stereo unspecified) gave KDM4E inh 6%, KinaseGlo FLuc 0%, IMPase Li inh -11%, SMN2 splice enh -18%, GoLoco inh red 8%, NPSR antagonist -5%, RECQ1 helicase -16% and Epigenetic reg -1.2%.

Some of the compounds tested (hit frequency here may not be typical).
